Screens (PubChem)
PI5P4Ka inh: PI5P4K alpha (human) kinase inhibition; P48426; PI5P4Kalpha enzyme, ADP-Glo luminescence, 60 min; stronger effect = lower value; max response, %; hit rate 1.2% among 330,000; AID 652105; active = max response of -50% or lower; inconclusive = between -30% and -50%; inactive = -30% or higher; note: value at the top dose of about 77 µM; % is set by controls: 0 for no effect and ±100 for the full control effect
Target sequence (P48426 whole entry, looked up): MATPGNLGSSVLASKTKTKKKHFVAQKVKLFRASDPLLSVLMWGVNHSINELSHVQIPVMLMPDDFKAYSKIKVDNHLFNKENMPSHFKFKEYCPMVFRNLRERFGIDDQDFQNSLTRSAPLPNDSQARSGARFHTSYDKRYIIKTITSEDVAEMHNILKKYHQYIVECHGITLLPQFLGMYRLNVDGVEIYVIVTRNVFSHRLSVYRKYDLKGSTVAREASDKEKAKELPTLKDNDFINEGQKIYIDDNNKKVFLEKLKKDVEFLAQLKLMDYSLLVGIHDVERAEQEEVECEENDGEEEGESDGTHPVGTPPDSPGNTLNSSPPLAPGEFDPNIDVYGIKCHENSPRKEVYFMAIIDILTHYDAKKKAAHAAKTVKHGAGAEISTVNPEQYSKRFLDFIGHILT
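Human PI5P4Kalpha with substrate in 0.038 M HEPES pH 7.4, 0.28 mM EGTA, 0.1% CHAPS, 5% DMSO; reaction started with 5 microM ATP (final), 60 min at room temperature. ADP formed read by ADP-Glo luminescence.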
WRN inhibitor: WRN helicase (human) inhibition | hit rate 0.46% among 360,000 | AID 651768 | WRN helicase unwinding, fluorescent forked duplex, kinetic | Q14191 | Potency, µM (top dose mostly 114 µM), for inactives: top-dose activity change, negative = inhibition, usual class: inhibitors; note: potency is the fitted concentration of half-maximal effect; % is set by controls: 0 for no effect and ±100 for the full control effect; nearly all actives have a fitted effect of over 55% in size
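Primary qHTS, 1536-well format. 20 nM WRN + compound, 15 min RT; start with 100 nM forked fluorophore/quencher duplex, 2 mM ATP (final); kinetic read ex 525/em 598 nm.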
Abeta rescue: restores growth of yeast expressing A-beta42 peptide; Potency, µM (series often up to 46.1 µM), without a hit: at the highest dose growth rescue, usual class: activators; hit rate 0.063% among 410,000; AID 1347071; yeast expressing A-beta42, growth rescue, OD600, 48 h; response scale: 0% DMSO, 100% iron-clioquinol control; note: potency is the fitted concentration of half-maximal effect; nearly all actives have a fitted effect of over 55% in size
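Yeast growth medium received pinned compounds, then yeast cells expressing toxic A-beta were added; plates incubated at 30 C for 48 hr. Growth read as absorbance at 600 nm, normalized to DMSO and equimolar FeCl3 plus clioquinol controls.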
PLK1 PBD block: blocks phosphopeptide binding to human PLK1 polo-box domain | Potency, µM, without a hit: max response, negative = inhibition, actives largely listed as inhibitors | hit rate 2.8% among 360,000 | P53350 | Plk1 PBD binding of FITC phosphopeptide, fluorescence polarization | AID 720504; note: potency is the fitted concentration of half-maximal effect; series mostly up to about 57 µM; % is set by controls: 0 for no effect and ±100 for the full control effect; nearly all actives have a fitted effect of over 65% in size
Target sequence (P53350 whole entry, looked up, the tested form may be a part): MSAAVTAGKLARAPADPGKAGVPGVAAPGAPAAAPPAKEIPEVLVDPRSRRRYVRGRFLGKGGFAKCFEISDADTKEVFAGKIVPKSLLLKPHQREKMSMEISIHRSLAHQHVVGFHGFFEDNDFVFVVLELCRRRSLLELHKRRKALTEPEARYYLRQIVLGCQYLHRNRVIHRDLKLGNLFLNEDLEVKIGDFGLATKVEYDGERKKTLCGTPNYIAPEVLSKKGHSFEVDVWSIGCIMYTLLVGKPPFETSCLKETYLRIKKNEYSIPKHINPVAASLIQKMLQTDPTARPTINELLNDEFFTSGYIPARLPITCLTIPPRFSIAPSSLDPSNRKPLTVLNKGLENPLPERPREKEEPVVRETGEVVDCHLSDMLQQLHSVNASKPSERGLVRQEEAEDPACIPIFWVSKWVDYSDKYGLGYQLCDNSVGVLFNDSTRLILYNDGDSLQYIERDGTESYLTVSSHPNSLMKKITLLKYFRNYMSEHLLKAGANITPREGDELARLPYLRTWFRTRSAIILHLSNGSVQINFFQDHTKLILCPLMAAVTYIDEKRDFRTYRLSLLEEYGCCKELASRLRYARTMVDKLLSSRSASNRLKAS
FUS suppressor: suppressors of FUS proteinopathy in yeast | Potency, µM (doses to about 76.6 µM), for the others: at the highest dose growth rescue (activation), actives largely listed as activators | hit rate 0.24% among 390,000 | S. cerevisiae FUS-expressing, growth rescue, OD600, 24 h;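 note: potency is the fitted concentration of half-maximal effect; plate controls were DMSO vehicle for no effect and reference control for full effect; nearly all actives have a fitted effect of over 55% in size; some results filed as inactive show a strong effect at the top dose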
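S. cerevisiae expressing FUS from galactose induction served as the toxicity model. Growth after 24hr at 30C, read as absorbance at 600 nm, indicates suppression of toxicity; compounds dosed at several concentrations.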
EPAC1 antag: EPAC1 (human) antagonism; O95398; EPAC1 GEF assay, Rap1b-BODIPY-GDP exchange fluorescence; Potency, µM (highest dose often 115 µM), without a hit: at the top dose activity change, negative = inhibition, most hits filed as inhibitors; hit rate 0.14% among 360,000; AID 720709;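 note: potency is the fitted concentration of half-maximal effect; plate controls were vehicle for no effect and positive control for full effect; nearly all actives have a fitted effect of over 50% in size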
EPAC1 agonist: EPAC1 (human) agonism | hit rate 0.073% among 360,000 | AID 720707 | Potency, µM (highest dose often 154 µM), for inactives: top-dose activation, hits mostly activators | EPAC1 agonist qHTS, biochemical assay; response scale: 100% = response to 6.5 mM cAMP; note: potency is the fitted concentration of half-maximal effect; nearly all actives have a fitted effect of over 60% in size
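EPAC1 100 nM, Rap1B–BODIPY-GDP 250 nM, unlabeled GDP 50 uM; compound titration; 5 min RT; kinetic read ex480/em540 at 5-min intervals ×30 min; data normalized to 6.5 mM cAMP agonist control.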
IL-2 act: IL-2 activation; IL-2 activation reporter assay, cell-based qHTS; stimulated with anti-CD3/CD4/CD28 beads; in transgenic mouse T cells; activation, % (series mostly up to about 46 µM); hit rate 0.065% among 360,000; AID 652025; in the data active = activation above about 50%; inconclusive = mostly about 30% to 49%; note: 0% is about no effect
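Unstimulated transgenic mouse T cells preincubated 60 min with compound, then stimulated with anti-CD3/anti-CD4-coated beads plus anti-CD28 for 18 h at 37 degrees C. IL-2 response read as EGFP and DsRed fluorescence by plate cytometry.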
* = called active by the depositor; u = inconclusive; x = no result given; & = joins results of further samples; [ ] = dose if it differs, or a comment. Unless noted, calls come from the whole dose curve; as a rule, active = well fitted curve in the direction sought with a large enough effect; inconclusive = small, poorly fitted or top-dose-only effect, or another doubt; inactive = no such curve, though single readings can be large; an effect the other way counts as inactive or inconclusive. Random draw from the library. Share with any hit: about 4.1%.

SMILES	PI5P4Ka inh	WRN inhibitor	Abeta rescue	PLK1 PBD block	FUS suppressor	EPAC1 antag	EPAC1 agonist	IL-2 act
N#C/C(=C\c1ccc(N2CCOCC2)cc1)c1ccccc1	9	-27%	3%	-1%	24%	-14%	-2%	-0.3
CC(NC(=O)COC(=O)C12CC3CC(CC(Br)(C3)C1)C2)c1ccccc1 (stereo not drawn)	7	-2%	19%	-9%	14%	-19%	8%	-1.0
Cc1ccc(S(=O)(=O)NCCC(=O)Nc2cccc(S(=O)(=O)N3CCCC3)c2)cc1C	0	-5%	4%	10%	x	7%	3%	-4.2
COc1ccc(C(=O)CSc2nc(=O)n(Cc3cccnc3)c3c2CCC3)cc1	-11	-9%	6%	-23%	x	-2%	-8%	-0.4
Cn1cc(S(=O)(=O)N2CCOCC2)cc1C(=O)O	2	5%	6%	-5%	4%	1%	8%	0.1
COc1ccc(C(=O)C(=O)c2ccc(OCCO)cc2)cc1	-4	-13%	9%	-6%	-2%	-1%	9%	-0.2
O=c1c2c(-c3cccs3)csc2ncn1-n1cccc1	x	-4%	2%	-4%	19%	16%	1%	-2.0
O=C(Nc1ccc(F)cc1F)Nc1sccc1-c1nc2ccccc2s1	-1	-13%	6%	-2%	24%	-4%	14%	0.1
COCCSc1nc2sc3c(c2c(=O)n1-c1ccccc1)CCN(C)C3	0	-1%	2%	-5%	x	-17%	1%	3.5
COc1cccc(C(NC(C)=O)c2nc(-c3cc4ccccc4o3)cs2)c1 (stereo not drawn)	1	2%	11%	5%	-6%	-17%	-6%	-0.6
O=C(CSC1=NCCS1)c1ccc(Cl)cc1	0	-17%	7%	u	-1%	2%	-7%	-0.3
CCn1c(N)c(C(=O)NCc2cccnc2)sc1=S	9	-12%	-7%	-27%	10%	1%	-2%	-0.5
COc1ccc(CCNC(=S)NC(=O)/C=C/c2ccc(C)cc2)cc1OC	x	-6%	-9%	-24%	u	1%	12%	-1.2
OC(CN1CCN(c2ccccc2Cl)CC1)c1ccccc1 (stereo not drawn)	4	5%	10%	-12%	6%	1%	13%	0.6
Cc1ccc(C(C)C)c(OCC(=O)Nn2c(=O)[nH]c3ccccc3c2=O)c1	-6	4%	13%	-9%	x	-17%	-4%	-0.6
Cc1cccn2c(/C=N/OCc3ccc(F)cc3)c(-c3ccc(Cl)cc3)nc12	2	-1%	2%	-1%	-1%	-13%	9%	0.0
COc1ccc(N2CCN(C(=O)CSc3ccc([N+](=O)[O-])cc3)CC2)cc1	-25	-4%	-6%	u	12%	-3%	3%	-2.0
O=C(O)c1cc(NC(=O)c2ccccc2[N+](=O)[O-])ccc1O	2	2%	5%	-25%	15%	u	3%	-0.5
COc1nc(C)c2cc(C)oc2n1	-8	10%	-10%	-2%	-9%	25%	-4%	-4.6
CCC1=C(c2ccc(C)cc2)S(=O)(=O)N=C1N1CCC(C(=O)NCCCN2CCCCC2C)CC1 (stereo not drawn)	-8	6%	-6%	3%	-7%	-1%	-2%	0.4
Cc1ccc(NC2CCCCC2NS(=O)(=O)c2ccccc2)c(C)c1 (stereo not drawn)	18	-12%	-13%	-15%	24%	-5%	7%	-2.2
COc1c(C=O)cc2c3c1CCCN3CCC2	0	-6%	26%	1%	-5%	-7%	4%	0.0
CCCC/C(O)=C1\C(=O)CC(C)(C)CC1=NCCCCCC(=O)O	-8	5%	4%	-5%	14%	6%	3%	-0.6
Cc1ccc2nc(C(C)(C)C)c(Cc3cccc(F)c3)n2c1	3	6%	-11%	-2%	-20%	-3%	-20%	-0.8
Cc1ccc(C)c(N2CCN(C(=O)C3CCCN(c4ncnc5c4nc4n5CCCCC4)C3)CC2)c1 (stereo not drawn)	12	0%[57.1 µM]	-41%[inhibitor]	-1%	u	15%	-2%	-2.0

11 successive records already listed, for reference:
SMILES	PI5P4Ka inh	WRN inhibitor	Abeta rescue	PLK1 PBD block	FUS suppressor	EPAC1 antag	EPAC1 agonist	IL-2 act
O=C(Nc1ccc(F)cc1F)Nc1sccc1-c1nc2ccccc2s1	-1	-13%	6%	-2%	24%	-4%	14%	0.1
COCCSc1nc2sc3c(c2c(=O)n1-c1ccccc1)CCN(C)C3	0	-1%	2%	-5%	x	-17%	1%	3.5
COc1cccc(C(NC(C)=O)c2nc(-c3cc4ccccc4o3)cs2)c1 (stereo not drawn)	1	2%	11%	5%	-6%	-17%	-6%	-0.6
O=C(CSC1=NCCS1)c1ccc(Cl)cc1	0	-17%	7%	u	-1%	2%	-7%	-0.3
CCn1c(N)c(C(=O)NCc2cccnc2)sc1=S	9	-12%	-7%	-27%	10%	1%	-2%	-0.5
COc1ccc(CCNC(=S)NC(=O)/C=C/c2ccc(C)cc2)cc1OC	x	-6%	-9%	-24%	u	1%	12%	-1.2
OC(CN1CCN(c2ccccc2Cl)CC1)c1ccccc1 (stereo not drawn)	4	5%	10%	-12%	6%	1%	13%	0.6
Cc1ccc(C(C)C)c(OCC(=O)Nn2c(=O)[nH]c3ccccc3c2=O)c1	-6	4%	13%	-9%	x	-17%	-4%	-0.6
Cc1cccn2c(/C=N/OCc3ccc(F)cc3)c(-c3ccc(Cl)cc3)nc12	2	-1%	2%	-1%	-1%	-13%	9%	0.0
COc1ccc(N2CCN(C(=O)CSc3ccc([N+](=O)[O-])cc3)CC2)cc1	-25	-4%	-6%	u	12%	-3%	3%	-2.0
O=C(O)c1cc(NC(=O)c2ccccc2[N+](=O)[O-])ccc1O	2	2%	5%	-25%	15%	u	3%	-0.5

New compounds follow:
SMILES	PI5P4Ka inh	WRN inhibitor	Abeta rescue	PLK1 PBD block	FUS suppressor	EPAC1 antag	EPAC1 agonist	IL-2 act
CCOC(=O)Nc1ccc2c3c(cccc13)-c1ccccc1-2	-1	-24%	10%	-9%	9%	-4%	22%	-0.9
Cc1cccc(C)c1N1CCN(C(=O)N2CCOCC2)CC1	-9	0%	u	u	7%	-7%	9%	-0.1
CC(C)(O)C#Cc1cccc(-c2nc(C(=O)NCCCN3CCOCC3)cc3c2[C@H](CCO)N(S(=O)C(C)(C)C)C3)c1 (stereo partly drawn)	-7	2%	-3%	-4%	0%	-6%	-8%	-0.6
COc1cc(NC(=O)C2CCCC2)c(OC)cc1Cl	0	-10%	10%	-1%	8%	-1%	1%	0.1
CN(C)CCN(C(=O)c1ccc(C(=O)c2ccccc2)cc1)c1nc2cc3c(cc2s1)OCCO3	-13	-4%	10%	-12%	22%	1%	3%	3.0
Cc1ccccc1CS(=O)(=O)Cc1ccc(C(=O)NCCc2ccccc2)o1	7	2%	-6%&2%	30µM*	6%&10%	12%	5%	-1.2
CCOC(=O)Nc1cc(C(=O)OCC)c(C)nc1C	2	8%	2%	-5%	-2%	9%	4%	1.0
CCN(CC)CCN1C(=O)C(=O)/C(=C(/O)c2c(C)[nH]c(C(=O)OC)c2C)C1c1ccc(OC)cc1 (stereo not drawn)	0	8%	-2%	1%	-5%	2%	5%	0.6
COc1ccc(S(=O)(=O)N2CCOC2CNC(=O)C(=O)NCc2ccc3c(c2)OCO3)cc1C (stereo not drawn)	-10	3%	5%	-2%	29%	-2%	-4%	-1.7
C/C(Cc1ccccc1)=N\NC(=O)CNC(=O)Cc1ccccc1	7	5%	14%	-5%	11%	4%	-1%	-1.0
O=C(O)C1OC(Oc2cc3oc(-c4ccccc4)cc(=O)c3c(O)c2O)C(O)C(O)C1O (stereo not drawn)	-20	6%	-15%	3%	5%	14%	-10%	1.1
C/C(=N\NC(=O)c1c[nH]c2ccccc12)c1ccc2c(c1)OCO2	-2	-13%	-8%	u	-28%	-18%	10%	0.1
Cc1ccc(S(=O)(=O)N2CCSC2)cc1C	x	1%	-27%	-18%	0.89µM*	-11%	1%	-1.0
CCC(=O)Nc1ccc2c(c1)OC[C@@H](C)NC[C@@H](C)[C@@H](OC)CN(C)C2=O	-2	8%	0%	1%	9%	17%	9%	0.5
CCC(=O)c1cn(CC(=O)Nc2ccc(C)cc2)c2ccccc12	4	-14%	-10%	-1%	-15%	0%	-13%	1.0
O=c1cc(CSc2ccc(Cl)cc2)nc(N2CCOCC2)[nH]1	x	0%	-12%	-5%	28%	10%	3%	0.1
Cc1ccsc1/C=C1/NC(=O)N(Cc2ccc(F)cc2)C1=O	-2	2%	-26%	-14%	15%	-17%	6%	-2.8
COCCCNC(=O)c1ccc(CS(=O)(=O)c2ccc(OC)cc2)o1	-1	4%	1%	u	-24%	u	1%	0.8
Cc1nc(-c2cccc(NC(=O)c3ccc(Br)o3)c2)cs1	3	5%	-29%	-6%	13%	14%	7%	-4.0
Cc1cc(Cl)ccc1OCc1nc(-c2ccncc2)no1	5	0%	-11%	-7%	17%	-2%	8%	-0.5
COc1cc(OC)c(C2CC(=O)N3CN(c4ccccc4)CSC3=C2C#N)cc1OC (stereo not drawn)	x	-35%	7%	27µM*	u	-11%	-1%	-1.5
CC(C)N1CCc2c(sc(NC(=O)c3ccc(S(=O)(=O)N4CCCCC4C)cc3)c2C(N)=O)C1 (stereo not drawn)	-2	3%	19%	1%	25%	12%	-2%	-0.7
Cn1nc(C(=O)Nc2cccnc2)c2ccccc2c1=O	0	0%	14%	3%	6%	3%	-7%	5.3
N=c1oc2ccc([N+](=O)[O-])cc2cc1C(=O)NCc1ccccc1	-3	-2%	-4%	7%	-10%	-7%	5%	-0.1
COc1ccc(C(=O)Nc2ccc(C(=O)N3CCCCC3)cc2)cc1OC	-9	5%	-9%	3%	-9%	-12%	-9%	-0.3
CC(CCN1CCN(c2ccccn2)CC1)c1ccccc1 (stereo not drawn)	-2	9%	1%	0%	-32%	-1%	0%	-2.2
Cc1cc(C)c(S(=O)(=O)N2CCN(C)CC2)c(C)c1	x	-3%	13%	-4%	21%	0%	4%	-0.1
COc1ccc(/C=N/NC(=O)c2[nH]c3ccc(Br)cc3c2-c2ccccc2)cc1	18	-8%	10%	-8%	17%	-8%	6%	-4.3
COc1ccc(-n2c(SCC(=O)N3CCCCC3)nc3ccccc3c2=O)cc1	-3	-4%	4%	-3%	-1%	-22%	-6%	0.8
COCOCCn1cc(CN2CCS(=O)(=O)N(Cc3ccc(-c4cccc(N(C)C)c4)cc3)C(CC(C)C)C2=O)nn1 (stereo not drawn)	0	5%	-1%	-14%	20%	-3%	14%	0.4
